AmpC inh detg: qHTS Inhibitors of AmpC Beta-Lactamase (assay with detergent) | 370,000 tested, 0.041% active | Potency, µM (titrated, usually from 114 µM), for inactives: top-dose activity change, negative = inhibition, hits mostly inhibitors | AmpC hydrolysis of nitrocefin, absorbance 480 nm, 0.01% Triton | P00811;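 also: potency is read from the fitted curve at half-maximal effect; 0% = no-compound wells and -100% = no-enzyme wells; nearly all actives have a fitted effect of over 25% in size; some results filed as inactive show a strong effect at the top dose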
Target sequence (P00811 whole entry, looked up): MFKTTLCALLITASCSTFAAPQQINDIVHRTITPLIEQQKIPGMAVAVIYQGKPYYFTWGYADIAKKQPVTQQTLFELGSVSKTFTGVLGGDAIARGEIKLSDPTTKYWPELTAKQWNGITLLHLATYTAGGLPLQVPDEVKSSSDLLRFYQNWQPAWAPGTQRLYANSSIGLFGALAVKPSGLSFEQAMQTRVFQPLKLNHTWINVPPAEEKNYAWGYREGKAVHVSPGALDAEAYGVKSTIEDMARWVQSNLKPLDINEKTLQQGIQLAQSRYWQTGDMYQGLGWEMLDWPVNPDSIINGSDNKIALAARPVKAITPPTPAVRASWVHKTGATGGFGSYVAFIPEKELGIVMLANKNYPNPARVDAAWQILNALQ
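20 mM phosphate pH 7.0 + 0.01% (detergent screen) or 0.0001% Triton X-100; 5.3 nM AmpC reagent; cpd preinc 15 min RT; nitrocefin (800 uM stock) to start; A480 q20 s × 4 min; Activity was normalised to no-enzyme and no-compound control wells.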
AmpC inh no detg: qHTS Inhibitors of AmpC Beta-Lactamase (assay without detergent). P00811. AmpC nitrocefin hydrolysis, absorbance 480 nm, 0.0001% Triton. Potency, µM (series often up to 57.1 µM), for the others: top-dose activity change, negative = inhibition, most hits filed as inhibitors. 330,000 tested, 0.52% active. AID 485341, 2010;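 also: potency is read from the fitted curve at half-maximal effect; plate controls were no compound for no effect and no enzyme for full effect; nearly all actives have a fitted effect of over 20% in size; some results filed as inactive show a strong effect at the top dose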
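AmpC (5.3 nM in the dispensed reagent) in 20 mM phosphate pH 7.0 with 0.01% (detergent screen) or 0.0001% Triton X-100 was preincubated with compounds for 15 min at room temperature. Nitrocefin was then added from an 800 uM solution, and hydrolysis was followed at 480 nm.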
AMA1-RON2 inh: qHTS for Inhibitors of AMA1-RON; Towards Development of Antimalarial Drug Lead: Primary Screen | Plasmodium falciparum AMA1 (3D7) - RON2 peptide interaction | AlphaScreen AMA1-biotinylated RON2 peptide binding | Potency, µM (doses to about 58.2 µM), for the others: at the top dose activity change, negative = inhibition, usual class: inhibitors | 360,000 tested, 0.2% active;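 also: potency is read from the fitted curve at half-maximal effect; 0% = vehicle wells and -100% = peptide control; nearly all actives have a fitted effect of over 45% in size; some results filed as inactive show a strong effect at the top dose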
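AMA1 (3D7) with his tag at 25 nM final met compounds first, then biotinylated RON2 peptide at 25 nM; detection used donor plus acceptor beads, 10 µg/mL apiece, read by AlphaScreen after 30 min at room temperature.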
Tb PYK inh: qHTS of Trypanosoma Brucei Inhibitors | pyruvate kinase (Trypanosoma brucei), Q57TT1 | TbPYK enzyme, Kinase-Glo Plus ATP luminescence, 45 min | Potency, µM (top dose mostly 76.8 µM), for inactives: top-dose activity, negative = inhibition, usual class: inhibitors | 410,000 tested, 0.12% active; also: potency is read from the fitted curve at half-maximal effect; nearly all actives have a fitted effect of over 50% in size
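Glycolytic pyruvate kinase of T. brucei was incubated with substrate, test compound and 130 uM ADP for 45 minutes at room temperature. Luminescent Kinase-Glo Plus signal was measured after 10 minutes.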
Sm TGR block: qHTS Assay for the Inhibitors of Schistosoma Mansoni Peroxiredoxins | Schistosoma mansoni thioredoxin glutathione reductase (TGR), Q962Y6 | purified TGR, DTNB reduction, TNB absorbance 405 nm | 360,000 tested, 3% active | Potency, µM (titrated, usually from 114 µM), for the others: at the highest dose activity change, negative = inhibition, usual class: inhibitors; also: potency is read from the fitted curve at half-maximal effect; nearly all actives have a fitted effect of over 60% in size
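Kinetic colorimetric format: TGR-catalysed, NADPH-driven DTNB reduction monitored via TNB absorbance. Enzyme dispensed at 20 nM; compound exposure 15 min at room temperature before reaction start.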
LmPK inh: qHTS Assay for Inhibitors of Leishmania Mexicana Pyruvate Kinase (LmPK); Q27686; purified LmPK, Kinase-Glo ATP luminescence, 1 h; Potency, µM (top dose mostly 57.5 µM), for inactives: at the highest dose activity change, negative = inhibition, hits mostly inhibitors; 290,000 tested, 0.37% active; AID 1721, 2009; also: potency is read from the fitted curve at half-maximal effect
Target sequence (Q27686 whole entry, looked up): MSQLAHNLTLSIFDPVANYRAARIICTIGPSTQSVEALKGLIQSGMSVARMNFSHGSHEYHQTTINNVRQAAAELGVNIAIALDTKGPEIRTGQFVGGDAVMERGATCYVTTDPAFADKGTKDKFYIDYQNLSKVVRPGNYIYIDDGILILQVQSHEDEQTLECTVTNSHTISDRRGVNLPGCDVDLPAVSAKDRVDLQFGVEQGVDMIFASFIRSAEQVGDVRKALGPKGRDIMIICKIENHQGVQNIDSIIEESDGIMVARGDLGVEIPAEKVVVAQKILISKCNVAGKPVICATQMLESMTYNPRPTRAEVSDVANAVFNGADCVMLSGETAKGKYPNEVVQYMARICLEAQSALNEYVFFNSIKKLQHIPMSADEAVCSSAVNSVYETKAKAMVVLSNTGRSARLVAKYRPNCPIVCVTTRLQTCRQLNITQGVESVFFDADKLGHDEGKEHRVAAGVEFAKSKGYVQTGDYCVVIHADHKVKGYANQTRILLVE
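Purified LmPK (0.1 nM) with 0.5 mM PEP and 0.1 mM ADP in imidazole buffer pH 7.2 with MgCl2/KCl, 1 h at room temperature. ATP formed was read by luciferase luminescence and normalized to no-enzyme and uninhibited controls.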
HCMV inh: qHTS Assay for inhibitors of the human cytomegalovirus (HCMV) | HFF cells, HCMV-luciferase reporter, 72 h; active compounds read low | activity change, negative = inhibition, % at 57.5 µM | 410,000 tested, 4.5% active; in the data active = activity change below about -60%; inconclusive = no clear call, values can overlap the other calls; inactive = above about -39%
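Steps: HFFs plated, 16 h 37C; compounds added; HCMV-luciferase added to MOI 1 PFU/cell; 72 h 37C; OneGlo reagent, 5 min room temperature; luminescence read, normalized to controls.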
Active calls of the source: *; ? = inconclusive; · = not tested or not shown; & = joins results of further samples; [ ] = remark or other dose. Unless noted, calls follow the shape of the dose curve; as a rule, active = well fitted curve in the direction sought with a large enough effect; inconclusive = small, poorly fitted or top-dose-only effect, or another doubt; inactive = no such curve, though single readings can be large; an effect the other way counts as inactive or inconclusive. Unless noted, % is scaled to controls: 0 for no effect and ±100 for the full control effect.

SMILES | AmpC inh detg | AmpC inh no detg | AMA1-RON2 inh | Tb PYK inh | Sm TGR block | LmPK inh | HCMV inh
CC1CN(C(=S)NC2CCCC2)CC(C)O1 (stereo not given) | ? | -15% | 0% | -2% | -14% | -2% | -4
Cc1ccc(-c2nc(SCC(=O)NCC3CCCO3)c(-c3ccccc3)[nH]2)cc1 (stereo not given) | ? | 7% | 0% | -6% | -8% | 0% | -21
CCC1=C(c2ccc(C)cc2)S(=O)(=O)N=C1N1CCC(C(=O)N2CCCCC2)CC1 | 1% | · | · | 4% | -2% | · | 13
O=C(c1cc(-c2ccc(F)cc2)on1)N1CCCCCC1 | ? | 8% | 8% | 8% | 1% | -3% | 6
COc1ccccc1C1C(C(=O)c2sc(C)nc2C)=C(O)C(=O)N1CCN1CCOCC1 (stereo not given) | -14% | 22% | 5% | -12% | 13% | -3% | 22
O=c1c(C=NCCN2CCNCC2)c(O)n(C2CCCCC2)c(=O)n1C1CCCCC1 | 0% | 184%[activator] | 8% | 3% | -6% | 0% | ·
Nc1[nH]c(C(=O)c2ccccc2)c(-c2ccc(Br)cc2)c1C(=O)NC1CCCCC1 | · | · | 9% | 1% | · | · | ?
FC(F)(F)c1ccccc1Cc1c(-c2ccccc2)nc2c3ccccc3ccn12 | · | · | 20% | 0% | · | · | 24
Cc1ccccc1N(C(=O)Cn1nnc(-c2cccs2)n1)C(C(=O)NCCC(C)C)c1ccco1 (stereo not given) | -12% | -25% | -21% | -4% | 4% | 1% | -21
O=C(Nc1ccc2c(c1)OCO2)C(c1ccccc1)N1CCN(C(=O)c2ccco2)CC1 (stereo not given) | 0% | 60%[activator] | 6% | 2% | -28% | 3% | 21
CC(C)(NS(=O)(=O)OCC(Cl)(Cl)Cl)c1ccccc1 | -5% | -19% | -16% | -5% | -6% | -3% | ?
COC(=O)NC(=C(Cl)Cl)P(=O)(c1ccccc1)c1ccccc1 | -2% | -13% | 5% | -1% | 11% | -5% | 7
O=C1C[C@H](c2ccc(O)cc2)Oc2cc(O[C@@H]3O[C@H](CO)[C@@H](O)[C@H](O)[C@H]3O)cc(O[C@@H]3O[C@H](CO)[C@@H](O)[C@H](O)[C@H]3O)c21 | · | -8% | 6% | 3% | · | · | 85
Cc1ccc(CNC(=O)CCc2c(C)nn(-c3ccc(N4CCCC4)nn3)c2C)cc1 | 9% | · | · | -3% | 2% | · | 20
CS(=O)(=O)c1ccc2nc(NC(=O)CN3C(=O)C4CC=CCC4C3=O)sc2c1 (stereo not given) | 6% | -24% | -10% | -1% | 15% | 12% | 33

10 neighbouring entries from above, quoted:
SMILES | AmpC inh detg | AmpC inh no detg | AMA1-RON2 inh | Tb PYK inh | Sm TGR block | LmPK inh | HCMV inh
CC1CN(C(=S)NC2CCCC2)CC(C)O1 (stereo not given) | ? | -15% | 0% | -2% | -14% | -2% | -4
Cc1ccc(-c2nc(SCC(=O)NCC3CCCO3)c(-c3ccccc3)[nH]2)cc1 (stereo not given) | ? | 7% | 0% | -6% | -8% | 0% | -21
CCC1=C(c2ccc(C)cc2)S(=O)(=O)N=C1N1CCC(C(=O)N2CCCCC2)CC1 | 1% | · | · | 4% | -2% | · | 13
O=C(c1cc(-c2ccc(F)cc2)on1)N1CCCCCC1 | ? | 8% | 8% | 8% | 1% | -3% | 6
COc1ccccc1C1C(C(=O)c2sc(C)nc2C)=C(O)C(=O)N1CCN1CCOCC1 (stereo not given) | -14% | 22% | 5% | -12% | 13% | -3% | 22
O=c1c(C=NCCN2CCNCC2)c(O)n(C2CCCCC2)c(=O)n1C1CCCCC1 | 0% | 184%[activator] | 8% | 3% | -6% | 0% | ·
Nc1[nH]c(C(=O)c2ccccc2)c(-c2ccc(Br)cc2)c1C(=O)NC1CCCCC1 | · | · | 9% | 1% | · | · | ?
FC(F)(F)c1ccccc1Cc1c(-c2ccccc2)nc2c3ccccc3ccn12 | · | · | 20% | 0% | · | · | 24
Cc1ccccc1N(C(=O)Cn1nnc(-c2cccs2)n1)C(C(=O)NCCC(C)C)c1ccco1 (stereo not given) | -12% | -25% | -21% | -4% | 4% | 1% | -21
O=C(Nc1ccc2c(c1)OCO2)C(c1ccccc1)N1CCN(C(=O)c2ccco2)CC1 (stereo not given) | 0% | 60%[activator] | 6% | 2% | -28% | 3% | 21

Further compounds follow.
SMILES | AmpC inh detg | AmpC inh no detg | AMA1-RON2 inh | Tb PYK inh | Sm TGR block | LmPK inh | HCMV inh
COc1ccc(NCc2nnc(SCC#N)n2-c2ccccc2OC)cc1 | ? | -4% | -7% | -11% | -14% | -1% | 10
CC(=O)c1cccc(-n2nnnc2SCC(=O)Nc2cccc(NC(=O)c3ccco3)c2)c1 | -13% | -39% | 4% | 1% | 4% | -1% | -39
O=C(COC(=O)CNC(=O)C1CCCCC1)Nc1ccccc1OC(F)F | · | 1% | 6% | 0% | · | · | -6
CCN(CC)C(=O)[C@H]1CC(CC(=O)NCc2ccco2)C(=O)N2CCc3c([nH]c4ccccc34)[C@]12C (stereo not given in full) | · | 145%[activator] | 1% | -4% | · | · | 2
C=CCC[C@@H](Cc1ccc(F)cc1)C(=O)OC[C@H](Cc1c[nH]c2ccccc12)NC(=O)[C@H](CC=C)CC(=O)N(CCO)Cc1ccccc1 | · | 2% | -6% | 6% | · | · | 12
COc1ccc(C(=O)C2CCCN(C(=O)c3cccc(N4CCCC4=O)c3)C2)cc1OC (stereo not given) | ? | 36% | -8% | 0% | -31% | -10% | -2
COc1ccc(S(=O)(=O)N2CCCCC2)cc1NCC(=O)Nc1ccc(C)cc1 | 0% | -18% | -23% | -3% | 7% | 3% | 1
COc1ccc(C(C(=O)NC2CCCCC2)N(Cc2ccco2)C(=O)c2snc(C(N)=O)c2N)cc1 (stereo not given) | ? | -9% | -3% | 7% | -11% | 7% | -10
COc1ccc(O)c(/C=N/NC(=S)Nc2cccc(S(=O)(=O)N(C)C)c2)c1 | ? | -40% | -36% | -20% | -7% | 5% | 27
COc1ccc(NS(=O)(=O)c2ccc(C)c(C(=O)NCc3ccccc3CN3CCCC3)c2)cc1 | · | · | 2% | -5% | · | · | 4
Cc1c(Cl)c(C(F)(F)F)nn1CC(=O)NCc1ccco1 | -10% | -12% | -13% | 0% | -27% | -7% | -25
Cc1nn(-c2ccccc2)c(Cl)c1C(=O)NCCN(C)C | -1% | -19% | -2% | 2% | 10% | 9% | -6
Clc1ccc(CSc2nccn2Cc2ccccc2)cc1 | -14% | -33% | -21% | ? | -11% | 8% | ?
COc1ccc(NC(=O)CSCC(=O)NCc2ccco2)cc1 | ? | -12% | 17% | 0% | -3% | · | -4
Cc1cccc(S(=O)(=O)c2c(N)n(-c3ccccc3)c3nc4ccccc4nc23)c1 | -13% | -16% | 9% | -6% | 2% | -3% | -3
COc1cccc(CNc2nc3cc(-c4ccccc4C)sc3c(=O)n2C)c1 | · | · | -7% | -14% | · | · | -24
COc1cccc(C(=O)Nc2ccncc2)c1OC | 0% | -6% | 0% | 0% | -23% | 0% | -26
Cc1ncc(CSCC(=O)Nc2cc(C(F)(F)F)ccc2Cl)c(CO)c1O | -5% | -7% | 21% | 4% | -9% | -3% | -5
O=C(Nc1ccccc1C(F)(F)F)c1cc(S(=O)(=O)N2CCC3(CC2)OCCO3)ccc1F | -6% | 28% | 5% | -16% | 2% | -3% | 11
CCOC(=O)[C@@H]1[C@H]2COc3ccc(Br)cc3[C@H]2N2C(=O)N(c3cccc(F)c3)C(=O)[C@]12C | -1% | 43% | -19% | -8% | 19% | 3% | 14
CC(NC(=O)c1cc(COc2ccccc2)on1)c1nccs1 (stereo not given) | -5% | -25% | 14% | -22% | -20% | -7% | 0
CCN(C(=O)CN1C=NS(=O)(=O)c2ccccc21)c1ccccc1 | 0% | -16% | -2% | 0% | -8% | 0% | -8
O=C(c1ccc(COc2ccccc2Cl)o1)N1CCN(Cc2ccc3c(c2)OCO3)CC1 | 3%&6% | 148%&102%[activator] | -29%&-13% | 4%&-4% | -24%&-11% | -1%&-4% | 1&-36
CCCCc1cc(=O)oc2cc(C)cc(O)c12 | 3% | -25% | -7% | 1% | -6% | 1% | ?
CCC(Oc1cc(Cl)ccc1Cl)C(=O)NNC(=O)CCC(=O)O (stereo not given) | -5% | -16% | 1% | -17% | -2% | -2% | ?
C#CCOCCOCCOCCNc1nc(N2CCN(C(=O)[C@H](CCC(=O)O)n3cc(C(N)[C@H](C)CC)nn3)CC2)nc(N2CCN(C(=O)[C@H](CCC(=O)O)n3cc(C(N)[C@H](C)CC)nn3)CC2)n1 (stereo not given in full) | 2% | 146%[activator] | 74%[activator] | 2% | -14% | 0% | 4
COc1ccc(C(O)c2ncc(-c3ccc4ccccc4c3)[nH]2)cc1F (stereo not given) | · | · | -12% | 9% | · | · | 29
CS/C(N)=N/N=C/c1ccc2c(c1)OCO2 | 8% | -29% | -18% | -12% | -2% | ? | 41
CCOC(=O)Cc1csc(NC(=O)CN2CCCCC2)n1 | ? | -9% | 2% | -6% | -13% | -1% | 18
Cc1ccc(-c2nn(C)c(=O)c3ccccc23)cc1S(=O)(=O)N1CCCC1 | ? | 68%[activator] | 17% | 1% | -8% | 6% | 19
COc1ccc(-n2c(SCCC(C)C)nc3sc4c(c3c2=O)CC(C(C)C)OC4)cc1 (stereo not given) | -1% | · | · | -1% | 2% | · | -6
CCOC(=O)c1c(-c2cccs2)csc1NC(=O)CN(CC)CC | ? | -12% | 15% | · | -1% | 2% | -25
N=C1C(c2nc3ccccc3c(=O)[nH]2)=C(O)CN1c1ccccc1 | -6% | -15% | · | · | -6% | 4% | ·
CCOC(=O)CNc1nc(C(C)(C)C)nc2c1nnn2Cc1ccccc1 | ? | -9% | 8% | 0% | -21% | 11% | -18
O=C(Nc1ccc(C(=O)N2CCOCC2)cc1)C1CCCC1 | · | · | -1% | 6% | · | · | 24

Assay outcomes: PubChem BioAssay, National Center for Advancing Translational Sciences (NCATS)
